# Screens from PubChem.
# FAK blocker = inhibitors of human focal adhesion kinase; Q05397; 97,000 compounds, 0.84% hits; inhibition, %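 (tested at 7 µM)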; biochemical FAK kinase activity assay; in the data active = inhibition above about 19%;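 note: 0% = DMSO and 100% = reference compound high control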
# ERa SRC1 inh = ER-alpha (human) coactivator binding inhibition; TR-FRET ER-alpha LBD / SRC-1 peptide, estradiol-bound; P03372; AID 629; 86,000 compounds, 1.7% hits; inhibition, % at 25.6 µM; in the data active = inhibition above about 50%;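 note: 0% = receptor plus peptide control and 100% = peptide only without receptor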
# Ecoli WT expand = blocks growth of wild type E. coli BW25113; OD600 absorbance; growth inhibition, % at 100 µM; 98,000 compounds, 0.15% hits;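 active = growth inhibition above about 50% at one test dose, limit read from the data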;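 note: growth measured after 20 h incubation at 37 °C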
# Mac1 fbg inh = inhibitors of human CD11b/CD18 binding to fibrinogen | K562 CD11b/CD18 adhesion to fibrinogen, ATPlite luminescence; Mn2+ added to activate the integrin | inhibition, % at 10 µM | 93,000 compounds, 0.54% hits | AID 1497;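 active = primary inhibition of 50% or more at 10 µM, then 40% or more on retest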; note: some results filed as inactive read as strong as hits
# PLAP act = human PLAP activation. purified PLAP enzyme, luminescent substrate read-out; stronger effect = higher value. activation fold at 20 µM. 96,000 compounds, 1.2% hits; in the data active = activation fold above about 2
# Target sequence (P05187 whole entry, looked up): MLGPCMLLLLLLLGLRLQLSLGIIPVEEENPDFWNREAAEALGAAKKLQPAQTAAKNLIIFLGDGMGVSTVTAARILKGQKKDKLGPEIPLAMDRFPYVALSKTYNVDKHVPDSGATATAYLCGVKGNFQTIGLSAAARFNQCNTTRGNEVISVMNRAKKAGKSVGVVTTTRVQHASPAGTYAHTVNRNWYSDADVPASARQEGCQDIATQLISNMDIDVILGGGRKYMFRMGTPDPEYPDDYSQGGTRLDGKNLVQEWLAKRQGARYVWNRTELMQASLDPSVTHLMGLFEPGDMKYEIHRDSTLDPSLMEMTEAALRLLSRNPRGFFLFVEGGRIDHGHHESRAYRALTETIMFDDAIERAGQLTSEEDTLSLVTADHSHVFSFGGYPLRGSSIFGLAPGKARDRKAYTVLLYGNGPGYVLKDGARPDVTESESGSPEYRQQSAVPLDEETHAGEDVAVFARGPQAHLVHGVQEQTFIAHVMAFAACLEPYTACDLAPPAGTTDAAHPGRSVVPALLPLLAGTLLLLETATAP
# MT1-MMP txn act = activates MT1-MMP transcription. HT1080 MT1-MMP promoter luciferase reporter, luminescence, overnight; stronger effect = higher value. activation factor at 10 µM. 86,000 compounds, 0.16% hits. AID 750;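 active = activation factor of at least 2 for MT1-MMP transcription at 10 µM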
# ERa coact pot = enhances coactivator binding to human estrogen receptor alpha | P03372 | TR-FRET ERalpha-LBD/SRC-Cy5 coactivator binding, 2 h; 100 = basal binding, no effect | coactivator binding (% of control), % at 25.6 µM | 86,000 compounds, 1.3% hits; in the data active = activity above about 200%;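 note: binding measured in presence of low estradiol as agonist stimulus; 0% = peptide alone without receptor and 100% = receptor with peptide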
# Mac1 fbg enh = enhancers of human CD11b/CD18 binding to fibrinogen. 93,000 compounds, 0.07% hits. activation, % at 10 µM. K562 CD11b/CD18 adhesion to fibrinogen, ATPlite luminescence. AID 1499. P05107+P11215;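 active = 10 µM primary screen giving 50% or more activity, confirmed by 40% or more on retest at that dose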; note: strong numbers were not always called active; reference of the scale not given here
# ERb SRC1 inh = blocks coactivator binding to human estrogen receptor beta. Q92731. TR-FRET ER-beta LBD / SRC1-Cy5 peptide binding; receptor agonist-loaded with 1 µM estradiol. inhibition, % at 25.6 µM. 86,000 compounds, 1.3% hits. AID 633;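 active = compounds whose percent inhibition of the receptor-coactivator binding signal exceeds about 50% in the single-dose screen, limit read from the data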;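 note: 0% = receptor plus peptide wells without compound and 100% = peptide-only wells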
# Target sequence (Q92731 whole entry, looked up, the tested form may be a part): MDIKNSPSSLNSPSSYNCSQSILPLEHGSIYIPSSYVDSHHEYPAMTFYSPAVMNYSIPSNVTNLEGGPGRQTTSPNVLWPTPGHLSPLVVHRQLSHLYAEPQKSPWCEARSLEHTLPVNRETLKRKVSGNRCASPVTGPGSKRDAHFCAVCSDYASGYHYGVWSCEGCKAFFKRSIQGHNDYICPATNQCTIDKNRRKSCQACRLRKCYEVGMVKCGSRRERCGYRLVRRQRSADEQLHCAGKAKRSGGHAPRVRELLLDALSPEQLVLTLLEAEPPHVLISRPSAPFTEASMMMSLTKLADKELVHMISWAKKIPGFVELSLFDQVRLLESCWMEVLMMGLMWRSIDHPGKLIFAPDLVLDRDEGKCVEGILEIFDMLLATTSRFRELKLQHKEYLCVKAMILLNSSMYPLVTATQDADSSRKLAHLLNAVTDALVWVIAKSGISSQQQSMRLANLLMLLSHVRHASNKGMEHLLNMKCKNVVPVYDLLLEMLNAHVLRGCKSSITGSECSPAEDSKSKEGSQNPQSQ
# * = called active by the depositor; · = no result given; [ ] = remark or other dose.
# Values run as follows: Ecoli WT expand	MT1-MMP txn act	FAK blocker	ERa SRC1 inh	Mac1 fbg inh	ERb SRC1 inh	Mac1 fbg enh	ERa coact pot	PLAP act
> Cc1cc(=O)c2cc(Cl)ccc2[nH]1
→ 13.0	1	-2.5	8.5[fluorescence artefact?]	3.2	10.8	-2.6	85.0	1.2
> COc1ccc(-c2nc(Cn3c(SCc4ccc(F)cc4)nc4ccncc43)c(C)o2)cc1OC
→ -6.0	·	-3.8	41.8[fluorescence artefact?]	-2.1	27.3[fluorescence artefact?]	22.9	188.1[fluorescence artefact?]	1.7
> CC(=O)NCCCc1c[nH]c2ccc(Cl)cc12
→ 6.0	1.2	0.8	-19.7	-5.3	1.1	4.9	113.6	1.1
> O=C(Nc1ccccc1[N+](=O)[O-])c1nc[nH]c1C(=O)NCCO
→ 3.0	·	1.3	·	0.1	·	3.6	·	1.6
> Cc1ccccc1Cn1cccc1/C=C1/C(=N)N2C=CSC2=NC1=O
→ -11.0	·	3.4	·	10.5	·	-1.7	·	1.6
> O=C1CCc2cc(S(=O)(=O)N3CCN(Cc4ccc5c(c4)OCO5)CC3)ccc2N1
→ 4.0	1	2.2	·	8.6	·	-3.3	·	1.2
> COC(=O)Cn1c(CN2CCN(c3ccc(F)cc3)CC2)nc2c1c(=O)n(C)c(=O)n2C
→ 4.0	1	·	4.7	33.7	-11.2[fluorescence artefact?]	0.0	109.2	1.7
> COc1ccc(C(C(=O)NC(C)(C)C)N(Cc2ccco2)C(=O)CCC(=O)Nc2cc(C)on2)cc1 (stereo unspecified)
→ 5.0	1.2	-0.5	-1.2	-6.7	-3.3	-2.4	112.2	1
> Cc1cc(=O)[nH]c(SCC(=O)N2CCc3ccccc3C2)n1
→ 8.0	1.2	-1.0	5.3[fluorescence artefact?]	-5.5	-2.7[fluorescence artefact?]	11.6	119.1	1.2
> c1ccc(-c2onc3c2CCCC3)cc1
→ 6.0	1.2	-0.2	18.5[fluorescence artefact?]	-7.6	5.2	-3.4	101.1	0.8
> O=C1c2ccccc2C(=O)N1CCCCN(C(=O)c1ccc([N+](=O)[O-])cc1)c1ccc(Cl)cc1
→ -13.0	·	-5.3	·	11.1	·	-1.8	·	1.1
> Cc1cc(OCC(F)(F)C(F)(F)C(F)(F)C(F)F)nc(N)n1
→ 10.0	1.5	3.8	-3.5	·	-6.8	·	98.5	1.2
> CCN(CC)C(=O)CSc1nnc(SCc2ccc(Cl)cc2)s1
→ 2.0	1.1	1.0	2.0	4.6	-0.7	-1.8	91.7[fluorescence artefact?]	0.9
> O=C(N1CCOCC1)N1c2ccccc2CC(N2CCOCC2)c2ccccc21 (stereo unspecified)
→ 3.0	1.1	-3.8	9.5	1.6	6.4	5.7	110.7[fluorescence artefact?]	1.5
> CC1=C(Sc2nc3ccccc3[nH]2)C(=O)NC(C)(C)C1
→ 0.0	1.3	0.0	-0.4[fluorescence artefact?]	-0.6	-4.7[fluorescence artefact?]	-2.2	110.0	0.8

# Next part, starting with the last 2 of the part before.
# Values run as follows: Ecoli WT expand	MT1-MMP txn act	FAK blocker	ERa SRC1 inh	Mac1 fbg inh	ERb SRC1 inh	Mac1 fbg enh	ERa coact pot	PLAP act
> O=C(N1CCOCC1)N1c2ccccc2CC(N2CCOCC2)c2ccccc21 (stereo unspecified)
→ 3.0	1.1	-3.8	9.5	1.6	6.4	5.7	110.7[fluorescence artefact?]	1.5
> CC1=C(Sc2nc3ccccc3[nH]2)C(=O)NC(C)(C)C1
→ 0.0	1.3	0.0	-0.4[fluorescence artefact?]	-0.6	-4.7[fluorescence artefact?]	-2.2	110.0	0.8
> CCOC(=O)c1c(NC(=O)CSc2ncn[nH]2)sc(C)c1C
→ 6.0	0.9	1.0	4.0	-6.5	2.7	-0.3	84.8[fluorescence artefact?]	2*
> O=c1c2c(n3nnnc3n1-c1ccccc1)-c1ccccc1CC21CCCC1
→ -1.0	1.1	-1.1	-0.6[fluorescence artefact?]	8.3	3.8[fluorescence artefact?]	-0.6	107.4	0.9
> COc1ccc(N2CCN(C(=O)c3cccc(Cn4cc(Cl)cn4)c3)CC2)cc1
→ 1.0	1.3	4.3	·	15.8	·	2.5	·	1.6
> Cc1csc2nc(CNS(=O)(=O)c3ccc(-c4ccccc4)cc3)cn12
→ 1.0	1.1	·	-10.1	·	-0.5	·	107.7	·
> Cc1cc(NC(=O)C2CCCN(S(=O)(=O)c3cnc[nH]3)C2)ccc1Br (stereo unspecified)
→ 1.0	1.1	-2.7	-7.4	-1.4	8.9	-0.3	106.2	1.9
> COc1ccc(C2N=C(c3ccccc3)C(C)(C)N2O)cc1OC (stereo unspecified)
→ -3.0	1.2	·	1.4	-6.7	0.9	-2.8	135.7	0.9
> CC1CCc2nn(CC(=O)NC3CCCC(C)C3C)cc2C1 (stereo unspecified)
→ 4.0	1.1	·	6.1	-0.4	3.7[fluorescence artefact?]	11.1	97.7	1.1
> Cc1ccc(C(=O)OCC(=O)Nc2ccccc2N2CCOCC2)cc1
→ ·	1.1	1.4	3.0	·	8.0[fluorescence artefact?]	·	106.4	·
> CC(C)C12CN3CC(C(C)C)(CN(C1)C31C(=O)Nc3ccccc31)C2=O (stereo unspecified)
→ -1.0	1.1	1.2	0.1[fluorescence artefact?]	-9.0	7.7[fluorescence artefact?]	-0.3	117.1	0.9
> CCC(=O)N1CN(S(=O)(=O)c2ccc(C)cc2)CC1C (stereo unspecified)
→ 1.0	1.2	-3.1	35.8[fluorescence artefact?]	-10.4	-2.9	0.1	108.2	0.9
> COCc1[nH]nc2c1C(c1cccc(OC)c1)C(C#N)=C(N)O2 (stereo unspecified)
→ 8.0	1.1	·	-8.4	68.7	-3.8	-1.7	108.7	1.3
> CC1CN(C(=O)CSc2ncnc3sccc23)CC(C)O1 (stereo unspecified)
→ 3.0	1.2	-2.6	-9.3	-45.4	17.7	3.4	77.6	1.2
> COc1ccc(C2c3cc(OC)c(OC)cc3CCN2C2CC(=O)N(c3ccccc3)C2=O)cc1OC (stereo unspecified)
→ -11.0	1.1	0.3	2.6	-7.7	-3.8	-1.7	107.7	1.7
> CCn1cc(C(=O)N2CCn3c(nc4ccccc43)C2)c(=O)c2ccc(C)nc21
→ 1.0	1	-0.5	-2.0	-10.3	-0.5	1.1	100.7	1.4
> Cc1ccnc(SCC(=O)Nc2sc3c(c2C#N)CCCC3)n1
→ -4.0	1	10.0	3.3	15.0	-7.2	-2.1	102.7	1
> CCOc1ccc(C(C)(C)C)cc1S(=O)(=O)n1nc(C)cc1C
→ ·	1.2	2.6	-8.4	·	7.8[fluorescence artefact?]	·	98.0	·
> Cc1ccc(-c2nc3s/c(=C\c4ccco4)c(=O)n3n2)cc1
→ -3.0	1.2	5.9	95.6*[fluorescence artefact?]	4.3	58.2*	44.5	23.3[fluorescence artefact?]	1.2
> CC12CCC(C(=O)N(CSC(=S)N/N=C\c3ccccc3)C1=O)C2(C)C (stereo unspecified)
→ ·	1.5	1.2	-0.7	·	-9.2	·	84.8[fluorescence artefact?]	·
> Cc1cc2cc(CN(Cc3ccco3)C(=O)C3CCCCC3)c(=O)[nH]c2cc1C
→ -9.0	1.2	-0.5	3.8	-12.3	15.4[fluorescence artefact?]	-1.9	120.4[fluorescence artefact?]	0.9
> Cc1ccc(Cn2c(C(=O)NCCCN3CCOCC3)cc3sccc32)cc1
→ 7.0	1	·	3.0[fluorescence artefact?]	-2.5	1.1[fluorescence artefact?]	-1.2	92.3	1.4
> CCOc1ccc(CCNC(=O)C2CCN(S(=O)(=O)CC)CC2)cc1OCC
→ -6.0	1.1	-0.3	-1.0	·	-0.3	·	105.1	1.2
> Cc1ccc(N(CC(N)=O)C2SC(=O)N(Cc3ccccc3)C2=O)cc1 (stereo unspecified)
→ -2.0	1.1	-2.9	0.0	1.0	8.7	-3.8	84.8[fluorescence artefact?]	0.9
> O=C1CCCCCN1Cc1nnc(SCc2nc3ccccc3s2)n1-c1ccccn1
→ -8.0	1.8	·	-17.8	-8.4	5.6	-1.8	109.6	1.6
> CCN(CCCNC(=O)CCCN1C(=O)COc2ccc(C)cc21)c1cccc(C)c1
→ -16.0	1	0.2	-45.0	-6.5	-27.4	-0.9	96.9	1.5
> Cc1cccc(NC2=CC(=O)OC(C)C2)c1 (stereo unspecified)
→ 14.0	·	0.0	·	-5.0	·	-4.2	·	0.9
> O=c1cnnc(NCc2ccccc2)[nH]1
→ 5.0	1.1	-2.1	-1.2	-12.2	0.3[fluorescence artefact?]	-0.1	114.1	1
> CCOC(=O)Cn1c2ccccc2c2nc3ccccc3nc21
→ 2.0	1.1	3.9	47.6	9.2	12.8[fluorescence artefact?]	2.1	77.4[fluorescence artefact?]	1.3
> CSc1ccccc1NC(=O)CSCc1ccc(C)cc1
→ 5.0	·	0.6	·	-7.3	·	4.2	·	0.9
> Cc1ccc(C)c(-n2nnnc2Sc2nnnn2-c2ccccc2)c1
→ -16.0	0.6	-3.2	14.6	·	5.4	·	94.9	·
> CCCCCn1c(=NC(C)=O)c(C#N)cc2c(=O)n3cccc(C)c3nc21
→ ·	1.3	·	30.0	·	24.8	·	83.0	·
> CCOC(=O)CCC(=O)O[C@H]1[C@H](O[C@@H]2[C@@H](C)[C@H](O[C@H]3C[C@@](C)(OC)[C@@H](O)[C@H](C)O3)[C@@H](C)C(=O)O[C@H](CC)[C@@](C)(O)[C@H](O)[C@@H](C)C(=O)[C@H](C)C[C@@]2(C)O)O[C@H](C)C[C@@H]1N(C)C
→ ·	1.2	·	-4.8	·	2.7	·	119.0	·
> CC(C)N(Cc1cc2ccccc2[nH]c1=O)C(=O)C1CCCCC1
→ 2.0	1.2	-3.5	-5.4	9.6	-7.8	1.2	101.2	1.1
> COc1cccc(-c2nn(C)c3sc(C(=O)N4CCN(c5ccccc5)CC4)cc23)c1
→ -9.0	1.2	·	6.8	8.3	10.8	18.1	97.8[fluorescence artefact?]	1.4
> O=C(CCC(=O)c1cccs1)Nc1nnc(C2CC2)s1
→ 7.0	1.1	1.3	52.4*	-8.5	41.6[fluorescence artefact?]	0.4	64.5	1.1
> C=CCn1c(CSc2nc3ccccc3s2)n[nH]c1=S
→ 6.0	1.1	0.4	-7.2	-1.6	3.2	4.3	100.1	1.2
> O=C(CSc1nnnn1-c1ccccc1F)Nc1nc2ccccc2s1
→ -6.0	·	-0.6	·	-16.3	·	1.2	·	0.9
> O=[N+]([O-])c1ccc2c(c1)C(N1CCOCC1)/C(=C/COc1ccc(Cl)cc1Cl)O2 (stereo unspecified)
→ -11.0	·	1.0	·	2.3	·	4.1	·	1.3
> COc1ccc(/C=C2\OC(=S)N(C)C2=O)cc1
→ ·	1.1	-0.6	1.1	·	-7.4	·	91.7	·
> CCCCCC(=O)N1CCCC(c2nc(-c3ccc(OC)cc3)no2)C1 (stereo unspecified)
→ -14.0	1.3	-0.8	-1.0	·	0.5	·	91.8	1.5
> O=C(Nc1ccc(Cl)c([N+](=O)[O-])c1)c1ccc(NCCCN2CCOCC2)c([N+](=O)[O-])c1
→ -9.0	·	16.9	·	-7.9	·	10.6	·	0.9
> Cc1cc(=O)[nH]c(N=N/C(=N/Nc2ccccc2C)c2ccccc2)n1
→ -18.0	0.9	-1.5	3.6	-2.8	4.5	-3.1	100.2	1.1
> CC(=O)NC(CCS(C)(=O)=O)C(=O)Nc1ccc(F)cc1Cl (stereo unspecified)
→ 4.0	1.1	-0.8	3.4	3.3	0.5	-0.8	120.8	1
> CCOC(=O)N1CCC(NC(=O)C2CCCN(S(=O)(=O)c3cccc4nsnc34)C2)CC1 (stereo unspecified)
→ -4.0	1.1	-5.0	·	4.5	·	-3.7	·	1.4
> Cc1ccc(S(=O)(=O)N(C)CC(=O)Nc2cccc3c2CCCC3)cc1
→ -5.0	·	-3.2	·	-9.0	·	2.4	·	1
> CC1(C)OC(C(N)=O)C(C(N)=O)O1 (stereo unspecified)
→ -1.0	1.1	0.7	5.7[fluorescence artefact?]	20.6	3.8[fluorescence artefact?]	-3.8	104.5[fluorescence artefact?]	1.1
